Bioassay records: PubChem, Broad Institute
ERp5 block: blocks human ERp5 reductase activity on insulin; Q15084; ERp5 insulin aggregation, absorbance 650 nm, 90 min; inhibition, % at 9.99 µM; hit rate 0.05% among 350,000; AID 651711;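 active means mean replicate inhibition above about 25%, with every replicate also reaching it, limit read from the data, passing the limit was not always enough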
Target sequence (Q15084 whole entry, looked up): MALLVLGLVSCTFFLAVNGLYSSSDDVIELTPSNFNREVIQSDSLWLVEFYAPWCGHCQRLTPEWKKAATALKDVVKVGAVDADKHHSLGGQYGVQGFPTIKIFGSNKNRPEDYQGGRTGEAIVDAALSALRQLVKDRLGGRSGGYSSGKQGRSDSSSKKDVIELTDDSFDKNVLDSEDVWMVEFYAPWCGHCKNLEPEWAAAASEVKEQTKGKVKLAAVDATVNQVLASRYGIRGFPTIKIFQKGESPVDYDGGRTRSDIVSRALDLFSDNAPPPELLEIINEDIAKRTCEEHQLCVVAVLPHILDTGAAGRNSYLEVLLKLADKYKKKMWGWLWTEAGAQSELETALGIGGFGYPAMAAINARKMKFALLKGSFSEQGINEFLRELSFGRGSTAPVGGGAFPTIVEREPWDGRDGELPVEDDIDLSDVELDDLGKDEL
E-selectin induc: induces E-selectin expression in human endothelial cells; P16581; AID 686992; hit rate 0.37% among 260,000; HUVEC E-selectin immunofluorescence imaging; normalized: neutral wells 0, TNF-alpha wells 100; activation, % at 7.58 µM;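 active means mean E-selectin-positive cell signal at least 10% of the positive control, reached in at least 60% of replicates, without over 20% cell loss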;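 further: in these data hits start at about 27%; measured in HUVEC primary endothelial cells; signal is the percent of cells scored E-selectin positive by PE staining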
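Material: HUVEC primary endothelial cells; Amount: 3,000 cells per well; Dosing: single concentration; Medium: EGM-2 growth medium on 0.1% gelatin-coated wells; Read-out basis: percent E-selectin-positive cells; Signal: immunofluorescence imaging; Control set: TNF-alpha, DMSO.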
PglD inh: inhibitors of Campylobacter jejuni PglD acetyltransferase. purified PglD enzyme, DTNB colorimetric CoA detection. inhibition, % at 12.5 µM. hit rate 0.098% among 360,000; in the data active means inhibition above about 16%, passing the limit was not always enough; further: strong numbers were not always called active
RAD52 inh: RAD52 (human) annealing inhibition | inhibition, % at 18.7 µM | recombinant RAD52 DNA annealing, FRET fluorescence | P43351 | hit rate 0.46% among 360,000;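 active means every replicate showing at least 50% inhibition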
ARNT TACC3 PPI: ARNT/TACC3 interaction disruption; Q9Y6A5; AID 623870; inhibition, % at 9.99 µM; AlphaScreen His-ARNT PAS-B/GST-TACC3 binding, luminescence; TACC3 fragment carries E629A point mutation; hit rate 0.66% among 390,000;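 active means mean inhibition of replicates at least 50% and at least half of replicates each reaching 50%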;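 further: 0% = complete ARNT plus TACC3 wells and 100% = ARNT alone without TACC3; many hits fall short of the cut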
CASP6 VEID inh: caspase-6 (human) enzyme inhibition | inhibition, % at 12.5 µM | P55212 | AID 686996 | purified caspase-6, Z-VEID-R110 cleavage fluorescence | hit rate 0.53% among 350,000;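 active means mean inhibition across replicates at least about 35%, with every replicate also reaching that limit, limit read from the data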;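 further: 0% = median of neutral control wells and 100% = no fluorescence left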
Target sequence (P55212 24-179 limits assumed): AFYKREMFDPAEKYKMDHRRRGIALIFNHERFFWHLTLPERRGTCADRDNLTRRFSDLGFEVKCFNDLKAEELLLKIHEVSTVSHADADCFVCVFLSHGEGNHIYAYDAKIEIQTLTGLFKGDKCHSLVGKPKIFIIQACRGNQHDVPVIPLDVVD
Target sequence (P55212 194-293 limits assumed): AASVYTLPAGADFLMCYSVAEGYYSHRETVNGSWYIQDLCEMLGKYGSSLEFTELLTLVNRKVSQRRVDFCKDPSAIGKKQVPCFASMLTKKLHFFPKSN
RAD54 inh: inhibitors of human RAD54 branch migration | AID 602329 | RAD54 Holliday junction branch migration, FAM/BHQ fluorescence | hit rate 0.14% among 360,000 | inhibition, % at 10.4 µM;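 active means mean normalized replicate activity at least 40 and at least half of replicates scoring 40 or more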;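 further: 0% = median of neutral control wells and 100% = median of positive control wells; inhibitors cause a drop in the FAM fluorescence signal; in these data hits start at about 50%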
esBAF inh: inhibitors of esBAF chromatin remodeling in mouse ES cells. Bmi1-luciferase knock-in reporter, 24 h; 100% = twice the neutral-well signal. reporter increase, % at 12.5 µM. hit rate 2% among 350,000; in the data active means activation above about 40%;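 further: 0% = median of the plate's neutral control wells and 100% = double that signal; a rise in the Bmi1 reporter signal indicates esBAF inhibition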
* = called active by the depositor; / = no result given.

The first 2 entries (preview)
SMILES	ERp5 block	E-selectin induc	PglD inh	RAD52 inh	ARNT TACC3 PPI	CASP6 VEID inh	RAD54 inh	esBAF inh
C[C@H](O)[C@@H]1C(=O)N2CCc3c([nH]c4c(-c5ccccc5)cccc34)[C@@H]2C[C@@H]1N(C)C(=S)Nc1ccc(C#N)cc1	7	-0.4	/	-5	/	-3	/	/
CC1CCN(S(=O)(=O)c2ccc(NC(=O)C3CC3)cc2)CC1	-1	/	/	-3	4	3	/	2

The whole of this part, from the first entry:
SMILES	ERp5 block	E-selectin induc	PglD inh	RAD52 inh	ARNT TACC3 PPI	CASP6 VEID inh	RAD54 inh	esBAF inh
C[C@H](O)[C@@H]1C(=O)N2CCc3c([nH]c4c(-c5ccccc5)cccc34)[C@@H]2C[C@@H]1N(C)C(=S)Nc1ccc(C#N)cc1	7	-0.4	/	-5	/	-3	/	/
CC1CCN(S(=O)(=O)c2ccc(NC(=O)C3CC3)cc2)CC1	-1	/	/	-3	4	3	/	2
CCOC(=O)CC1c2nc3ccccc3cc2CN1C(=O)OCC (stereo unspecified)	4	0.1	/	-8	/	-2	-8	-7
O=C(O)Cn1ncn(-c2ccc(OC(F)(F)F)cc2)c1=O	-2	2.6	-7	-9	/	-2	-6	-2
Cn1c(=O)oc2cc(S(=O)(=O)N3CCCC3)ccc21	1	-0.6	0	-5	-4	-3	-2	-6
O=C(c1cccc(F)c1)N1CC2(C1)[C@H](c1ccccc1)[C@H](CO)N2C(=O)C1CCCC1	1	0.0	/	-17	/	1	/	/
CN(C)CCCNC(=O)C[C@H]1CC[C@@H](NS(=O)(=O)c2ccccc2)[C@@H](CO)O1	3	-0.3	1	-9	-3	0	-2	-4
COc1ccc(C(C)=O)cc1COc1nc(C)nc2ccccc12	3	2.3	/	-1	2	-1	/	/
COc1ccc(NC(=O)N(C)C[C@@H]2OCCCC[C@H](C)Oc3ccc(NS(=O)(=O)c4ccc(Cl)cc4)cc3C(=O)N([C@@H](C)CO)C[C@@H]2C)cc1	3	2.3	-3	9	-9	1	0	1
CCCc1ccc(C(C)NC(=O)c2cnccn2)cc1 (stereo unspecified)	/	/	-2	/	-9	/	-1	-17
CCOC(=O)c1c(NC(=O)CCS(=O)(=O)c2ccccc2)sc2c1CCN(C)C2	4	-0.5	3	-5	-3	4	-7	7
C[C@@H]1CCCCO[C@@H](CN(C)S(=O)(=O)c2ccc(Cl)cc2)[C@H](C)CN([C@H](C)CO)C(=O)c2cc(N(C)C)ccc2O1	-3	-0.1	1	5	-3	-3	0	-3
C[C@H]1CN([C@@H](C)CO)C(=O)c2cccc(NS(=O)(=O)c3ccccc3)c2O[C@H]1CN(C)Cc1ccc2c(c1)OCO2	-2	1.2	5	15	2	2	3	4
CCOC(=O)NC(=O)C(=CNc1ccccc1C)C(=O)NC(=O)OCC	-6	/	-2	-11	/	-3	12	-2
Cc1ccc(S(=O)(=O)N2CCN(C(=O)/C=C/c3ccccc3)CC2)cc1C	0	0.8	-5	-5	-1	-2	-1	-4
COc1cc(/C=C/C(=O)OCC(=O)NC(=O)NC(C)(C)C)ccc1O	1	0.0	3	-7	-5	0	-9	-11
CC(NC(=O)CC(O)(C(F)(F)F)C(F)(F)F)c1ccccc1 (stereo unspecified)	1	/	/	-2	-6	-2	/	/
Cc1nc2cc3ccccc3cc2s1	-5	0.3	-1	-68	-1	-2	-3	29
C[C@@H]1CN([C@H](C)CO)C(=O)c2cccc(NC(=O)Nc3ccc(F)cc3)c2O[C@@H]1CN(C)S(=O)(=O)c1ccccc1	3	2.1	-3	16	3	/	5	9
COCC(=O)Nc1ccc2c(c1)C(=O)N(C)[C@@H]1CC[C@H](CC(=O)NCC(F)(F)F)O[C@H]1CO2	-4	-0.1	1	-4	-1	0	0	0
Cc1ccc(NC(=O)Cn2nnc(C(=O)NCc3cccs3)c2N)cc1F	/	/	4	-6	1	4	2	9
CCCCC(=O)N(C)c1c(C)nc2ccc(C(=O)NCCOc3ccc(OC)cc3)cn12	4	0.1	-2	-8	/	-19	-14	-10
Brc1ccc(-c2nnc(-c3ccccc3)c(N3CCSCC3)n2)cc1	/	/	6	/	1	/	4	34
CCCOC(=O)c1ccc(NC(=O)C(CC)CC)cc1	/	/	-4	/	-13	/	-4	51*
C[C@H]1CCCCO[C@H](CN(C)C(=O)CCCN(C)C)[C@@H](C)CN([C@@H](C)CO)C(=O)c2cc(NC(=O)Nc3cccc4ccccc34)ccc2O1	0	0.5	1	16	12	2	12	-4
O=S(=O)(Nc1nc(CN2CCOCC2)nc2sc3c(c12)CCCC3)c1cc(F)ccc1F	/	/	7	/	-2	/	-7	-1
CC(C)CC#Cc1ccc2c(c1)O[C@@H](CN(C)CC1CCOCC1)[C@H](C)CN([C@@H](C)CO)S2(=O)=O	11	-0.3	1	9	2	3	4	0
COc1ccccc1OC(=O)Cc1cccc2ccccc12	/	/	4	/	-4	/	7	-8
COc1ccc(Cl)cc1C(=O)NCc1cn(C)nc1C	/	/	-4	/	-8	/	-7	-1
COc1ccc(C)cc1Nc1ncnc2c1nnn2Cc1ccccc1Cl	-9	0.1	-2	-60	/	1	0	-5
COc1ccc(CCN(C)C2CCCN(C(=O)Cn3cccn3)C2)cc1OC (stereo unspecified)	0	/	1	-15	-7	-2	-7	-2
COc1ccc(C(C)=O)cc1COc1ccc(Cl)c(C)c1	2	7.6	/	-13	-5	-2	/	-6
CCn1cc(C(=O)Nc2ccc(NC(=O)c3ccco3)cc2)c(=O)c2ccc(C)nc21	2	/	1	-8	-5	1	11	/
Clc1ccc(-c2nc3cc(CN4CCCCC4)ccc3o2)cc1	2	-0.1	-5	1	-4	/	6	-13
COc1ccccc1S(=O)(=O)Cc1ccc(C(=O)N2CCN(c3ccccn3)CC2)o1	/	/	-1	/	-5	/	-5	0
CCCNC(=O)[C@@H]1[C@@H](CO)[C@@H]2Cn3c(ccc(-c4ccc(F)cc4)c3=O)[C@@H]2N1C	9	-0.2	-3	-5	0	-2	6	-2
NC(=O)c1c(-c2ccccc2)oc2ccc(O)cc12	/	/	-5	/	2	/	6	-3
COc1ccc(NC(=O)C[C@H]2CC[C@H]3[C@@H](COc4ccc(NC(C)=O)cc4C(=O)N3C)O2)cc1	1	0.0	9	8	11	-1	7	-4
CN(C)CCCNC(=O)C[C@H]1CC[C@H]2[C@H](COc3ccc(NC(=O)c4ccc5c(c4)OCO5)cc3C(=O)N2C)O1	0	0.0	0	-2	/	/	8	4
C[C@@H]1CN([C@H](C)CO)C(=O)c2cc(NC(=O)Nc3cccc4ccccc34)ccc2O[C@H]1CN(C)S(=O)(=O)c1cccs1	2	-0.1	3	6	10	-1	1	-3

A section taken from the entries so far, as a working copy:
SMILES	ERp5 block	E-selectin induc	PglD inh	RAD52 inh	ARNT TACC3 PPI	CASP6 VEID inh	RAD54 inh	esBAF inh
Brc1ccc(-c2nnc(-c3ccccc3)c(N3CCSCC3)n2)cc1	/	/	6	/	1	/	4	34
CCCOC(=O)c1ccc(NC(=O)C(CC)CC)cc1	/	/	-4	/	-13	/	-4	51*
C[C@H]1CCCCO[C@H](CN(C)C(=O)CCCN(C)C)[C@@H](C)CN([C@@H](C)CO)C(=O)c2cc(NC(=O)Nc3cccc4ccccc34)ccc2O1	0	0.5	1	16	12	2	12	-4
O=S(=O)(Nc1nc(CN2CCOCC2)nc2sc3c(c12)CCCC3)c1cc(F)ccc1F	/	/	7	/	-2	/	-7	-1
CC(C)CC#Cc1ccc2c(c1)O[C@@H](CN(C)CC1CCOCC1)[C@H](C)CN([C@@H](C)CO)S2(=O)=O	11	-0.3	1	9	2	3	4	0
COc1ccccc1OC(=O)Cc1cccc2ccccc12	/	/	4	/	-4	/	7	-8
COc1ccc(Cl)cc1C(=O)NCc1cn(C)nc1C	/	/	-4	/	-8	/	-7	-1
COc1ccc(C)cc1Nc1ncnc2c1nnn2Cc1ccccc1Cl	-9	0.1	-2	-60	/	1	0	-5
COc1ccc(CCN(C)C2CCCN(C(=O)Cn3cccn3)C2)cc1OC (stereo unspecified)	0	/	1	-15	-7	-2	-7	-2
COc1ccc(C(C)=O)cc1COc1ccc(Cl)c(C)c1	2	7.6	/	-13	-5	-2	/	-6
CCn1cc(C(=O)Nc2ccc(NC(=O)c3ccco3)cc2)c(=O)c2ccc(C)nc21	2	/	1	-8	-5	1	11	/
Clc1ccc(-c2nc3cc(CN4CCCCC4)ccc3o2)cc1	2	-0.1	-5	1	-4	/	6	-13
COc1ccccc1S(=O)(=O)Cc1ccc(C(=O)N2CCN(c3ccccn3)CC2)o1	/	/	-1	/	-5	/	-5	0
CCCNC(=O)[C@@H]1[C@@H](CO)[C@@H]2Cn3c(ccc(-c4ccc(F)cc4)c3=O)[C@@H]2N1C	9	-0.2	-3	-5	0	-2	6	-2
NC(=O)c1c(-c2ccccc2)oc2ccc(O)cc12	/	/	-5	/	2	/	6	-3
COc1ccc(NC(=O)C[C@H]2CC[C@H]3[C@@H](COc4ccc(NC(C)=O)cc4C(=O)N3C)O2)cc1	1	0.0	9	8	11	-1	7	-4

Continued:
SMILES	ERp5 block	E-selectin induc	PglD inh	RAD52 inh	ARNT TACC3 PPI	CASP6 VEID inh	RAD54 inh	esBAF inh
COc1cccc2cc(C(C)=O)c(=O)oc12	/	/	2	/	4	/	4	-4
CCCC(=O)c1ccc(N2CCN(C(=O)c3cccs3)CC2)c(F)c1	-1	0.0	2	-8	-12	6	-9	14
O=C(/C=C/c1ccc(F)cc1)NC(=S)NNC(=O)[C@H]1C[C@@H]1c1ccccc1	-2	/	0	-22	0	-3	16	3
Cc1ccccc1-c1cc(C(=O)O)nn1CC1CC(c2cccc([N+](=O)[O-])c2)=NO1 (stereo unspecified)	-3	0.2	6	-25	-4	17	-4	-1
Cn1cc(-c2ccccc2)cc(C#N)c1=O	7	/	-5	0	/	6	-4	3
Cc1ccccc1-n1cnnc1SCC(=O)Nc1cccnc1Cl	-6	2.0	/	-8	-4	3	/	/
COCCN(C(=O)COC(=O)Cc1c(C)nc2ccccc2c1C)c1c(N)n(CC(C)C)c(=O)[nH]c1=O	2	/	4	-4	2	2	-15	-1
O=C(c1ccc(-c2ccccc2)cc1)N1CCN(c2ncccn2)CC1	/	/	-2	/	-4	/	1	7
CCc1cnc(N2[C@H](C#N)[C@@H](c3ccccc3C3=CCCCC3)[C@@H]2CO)s1	0	0.0	/	12	/	2	/	/
CSc1ccc(CC(=O)N2CCC(n3nccc3NC(=O)C3CC3)CC2)cc1	-3	/	/	-15	-4	0	-1	/

Hits appear at their usual frequency, and some 3.2% of all compounds hit somewhere here.
